Bioassay records (PubChem)
TcdB inh – TcdB glycohydrolase inhibitors, primary screen, biochemical, single point, plate reader. inhibition, % at 9.99 µM. 0.24% of 350,000 active. AID 652162, 2013. TcdB glycohydrolase enzymatic assay; in the data active = inhibition above about 10%
Target sequence (P18177 whole entry, looked up): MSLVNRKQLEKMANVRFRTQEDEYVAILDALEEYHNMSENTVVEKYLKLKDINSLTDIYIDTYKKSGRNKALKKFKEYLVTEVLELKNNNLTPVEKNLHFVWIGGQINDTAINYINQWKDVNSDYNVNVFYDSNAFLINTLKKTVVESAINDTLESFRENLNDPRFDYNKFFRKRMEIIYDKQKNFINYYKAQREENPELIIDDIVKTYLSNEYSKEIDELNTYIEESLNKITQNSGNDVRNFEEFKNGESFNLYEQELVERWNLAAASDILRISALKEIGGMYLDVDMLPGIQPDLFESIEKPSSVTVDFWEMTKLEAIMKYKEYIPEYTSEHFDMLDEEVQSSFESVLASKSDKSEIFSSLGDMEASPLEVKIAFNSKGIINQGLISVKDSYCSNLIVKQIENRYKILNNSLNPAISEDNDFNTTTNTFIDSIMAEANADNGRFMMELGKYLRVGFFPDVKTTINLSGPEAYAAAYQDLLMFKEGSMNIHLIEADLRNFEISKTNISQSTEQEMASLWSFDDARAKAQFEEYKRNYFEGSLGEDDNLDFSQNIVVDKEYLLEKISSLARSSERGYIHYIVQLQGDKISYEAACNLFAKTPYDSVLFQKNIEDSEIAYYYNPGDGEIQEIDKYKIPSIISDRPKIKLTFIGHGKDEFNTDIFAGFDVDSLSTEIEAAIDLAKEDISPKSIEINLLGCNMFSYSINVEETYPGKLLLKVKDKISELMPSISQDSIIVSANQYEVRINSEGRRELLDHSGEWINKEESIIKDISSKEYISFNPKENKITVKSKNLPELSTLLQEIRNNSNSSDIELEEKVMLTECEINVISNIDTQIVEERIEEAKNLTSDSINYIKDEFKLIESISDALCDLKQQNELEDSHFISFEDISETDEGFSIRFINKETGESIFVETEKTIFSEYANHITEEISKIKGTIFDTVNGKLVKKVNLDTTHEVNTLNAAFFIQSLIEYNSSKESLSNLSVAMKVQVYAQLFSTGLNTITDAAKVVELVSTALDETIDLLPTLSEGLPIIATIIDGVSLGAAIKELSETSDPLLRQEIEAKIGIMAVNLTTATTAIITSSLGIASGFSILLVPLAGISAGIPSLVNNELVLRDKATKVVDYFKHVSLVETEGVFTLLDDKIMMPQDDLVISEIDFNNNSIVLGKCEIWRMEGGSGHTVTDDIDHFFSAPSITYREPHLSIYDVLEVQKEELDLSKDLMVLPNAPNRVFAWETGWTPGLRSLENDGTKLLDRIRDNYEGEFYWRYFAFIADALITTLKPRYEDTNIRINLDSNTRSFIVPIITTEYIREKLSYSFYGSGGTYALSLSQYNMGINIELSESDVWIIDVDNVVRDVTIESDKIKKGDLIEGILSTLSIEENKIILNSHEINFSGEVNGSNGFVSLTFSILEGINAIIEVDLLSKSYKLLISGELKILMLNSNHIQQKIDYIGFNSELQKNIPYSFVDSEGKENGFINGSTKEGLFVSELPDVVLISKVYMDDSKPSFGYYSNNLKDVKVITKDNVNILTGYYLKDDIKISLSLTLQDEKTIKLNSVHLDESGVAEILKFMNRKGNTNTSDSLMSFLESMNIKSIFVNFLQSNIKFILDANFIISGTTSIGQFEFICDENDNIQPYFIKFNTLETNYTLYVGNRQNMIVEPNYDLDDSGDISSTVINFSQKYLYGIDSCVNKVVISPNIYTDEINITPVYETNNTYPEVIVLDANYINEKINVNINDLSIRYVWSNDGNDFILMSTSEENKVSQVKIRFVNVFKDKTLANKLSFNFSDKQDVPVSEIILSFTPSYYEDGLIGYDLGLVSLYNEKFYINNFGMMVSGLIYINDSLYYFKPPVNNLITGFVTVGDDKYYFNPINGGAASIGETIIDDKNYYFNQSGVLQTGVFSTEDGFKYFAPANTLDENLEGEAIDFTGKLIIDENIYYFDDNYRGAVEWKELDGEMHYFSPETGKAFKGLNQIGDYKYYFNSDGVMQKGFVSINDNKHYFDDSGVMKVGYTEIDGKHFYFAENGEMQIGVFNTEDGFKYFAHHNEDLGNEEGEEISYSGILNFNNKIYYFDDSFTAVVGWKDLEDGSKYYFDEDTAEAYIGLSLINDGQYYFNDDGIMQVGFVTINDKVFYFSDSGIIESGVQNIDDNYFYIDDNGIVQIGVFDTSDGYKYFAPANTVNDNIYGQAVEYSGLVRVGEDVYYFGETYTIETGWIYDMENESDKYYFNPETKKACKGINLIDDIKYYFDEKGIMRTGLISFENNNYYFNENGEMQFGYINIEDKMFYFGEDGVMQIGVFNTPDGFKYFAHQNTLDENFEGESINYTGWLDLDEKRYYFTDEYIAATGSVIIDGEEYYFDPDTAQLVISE
Numbers without * were called inactive; & = joins results of further samples. The list is partial; count on the stated rates, not on these rows.

C[C@@H]1CN([C@@H](C)CO)S(=O)(=O)c2ccc(-c3cncnc3)cc2O[C@H]1CN(C)Cc1ccccc1
  TcdB inh: 0.1

C[C@H](CO)N1C[C@H](C)[C@@H](CN(C)Cc2ccc(C(=O)O)cc2)Oc2c(NC(=O)c3cnccn3)cccc2C1=O
  TcdB inh: 0.3

C[C@@H]1CN([C@@H](C)CO)C(=O)c2ccccc2-c2ccccc2CO[C@@H]1CN(C)C(=O)N[C@H](C)c1ccccc1
  TcdB inh: 0.8

CCCN(C)C[C@@H]1Oc2ncc(Br)cc2C(=O)N([C@H](C)CO)C[C@@H]1C
  TcdB inh: -0.4&-1.1

CN(C)C(=O)[C@H]1[C@H](CO)[C@H]2Cn3c(ccc(-c4ccncc4)c3=O)[C@@H]1N2CC1CC1
  TcdB inh: -0.4

Cc1ccc(S(=O)(=O)N(C)C[C@H]2Oc3ccc(NC(=O)CCCN(C)C)cc3C(=O)N([C@@H](C)CO)C[C@@H]2C)cc1
  TcdB inh: 0.1

CC(C)NC(=O)Nc1ccc2c(c1)C(=O)N([C@@H](C)CO)C[C@@H](C)[C@H](CN(C)S(=O)(=O)c1ccc(F)cc1)O2
  TcdB inh: -0.3

C[C@@H]1CN([C@@H](C)CO)C(=O)Cc2cc(NC(=O)Nc3ccc(F)cc3)ccc2O[C@H]1CN(C)Cc1ccc2c(c1)OCO2
  TcdB inh: 0.2

COCC(=O)N1CC[C@@H]2[C@H](CO)Nc3ccc(-c4cccc(C#N)c4)cc3[C@@H]21
  TcdB inh: 0.5

Cc1ccc(S(=O)(=O)Nc2ccc3c(c2)C(=O)N([C@H](C)CO)C[C@@H](C)[C@H](CN(C)S(=O)(=O)c2ccc(Cl)cc2)OCCCC[C@H](C)O3)cc1
  TcdB inh: -2.3

COc1ccc2c3c([nH]c2c1)[C@H](CO)N(C(=O)Nc1ccc(F)cc1)CC31CCN(C(=O)c2ccccc2F)CC1
  TcdB inh: -0.6

C[C@H](CO)N1C[C@H](C)[C@@H](CN(C)C(=O)Nc2ccc(C(F)(F)F)cc2)Oc2ncc(-c3ccc(C#N)cc3)cc2C1=O
  TcdB inh: 0.0

Cc1ccc(F)cc1S(=O)(=O)N1CCN(Cc2cccc(OCCO)c2)CC1
  TcdB inh: -1.1

CCCNC(=O)N1C[C@@H]2[C@H](c3ccccc31)[C@H](CO)N2C(=O)c1ccncc1
  TcdB inh: 0.2

O=C(Cc1ccccn1)N1CC(=O)N2[C@H](CO)[C@@H](c3ccc(C#CC4CC4)cc3)[C@@H]2C1
  TcdB inh: 0.1

O=C(C[C@@H]1C[C@@H]2c3cc(NC(=O)c4cccnc4)ccc3O[C@@H]2[C@H](CO)O1)NC1CCCC1
  TcdB inh: 0.6

O=C(C[C@H]1CC[C@H]2[C@@H](COC[C@H](O)CN2Cc2ccc(F)cc2)O1)N1CCc2ccccc2C1
  TcdB inh: -7.2

CC(C)C#Cc1ccc2c(c1)O[C@@H](CN(C)C(=O)CC1CC1)[C@H](C)CN([C@H](C)CO)S2(=O)=O
  TcdB inh: 1.7

C[C@H]1CN([C@@H](C)CO)C(=O)Cc2cc(NS(=O)(=O)c3cccs3)ccc2O[C@@H]1CN(C)Cc1ccc(C(=O)O)cc1
  TcdB inh: 0.1

COc1cccc(C(=O)Nc2ccc3c(c2)OC[C@H](C)NC[C@@H](C)[C@@H](OC)CN(C)C3=O)c1
  TcdB inh: -1.6

CC(C)NC(=O)N(C)C[C@H]1Oc2c(NC(=O)c3nc4ccccc4s3)cccc2C(=O)N([C@@H](C)CO)C[C@@H]1C
  TcdB inh: -1.0

C[C@@H]1CN([C@@H](C)CO)C(=O)c2cc(NC(=O)Nc3ccc(C(F)(F)F)cc3)ccc2O[C@H]1CN(C)S(=O)(=O)c1ccccc1
  TcdB inh: -1.2

COc1ccc2c3c([nH]c2c1)[C@@H](CO)N(C(=O)C1CC1)CC31CCN(C)CC1
  TcdB inh: -0.9

CC(C)C#Cc1ccc([C@H]2[C@H](CO)N3C(=O)CN(C(=O)c4ccccn4)C[C@@H]23)cc1
  TcdB inh: 2.6

C[C@@H]1CCCCO[C@@H](CN(C)C(=O)Nc2cccc3ccccc23)[C@@H](C)CN([C@H](C)CO)C(=O)c2cc(NC(=O)c3ccncc3)ccc2O1
  TcdB inh: -0.6

C[C@@H]1CN([C@H](C)CO)S(=O)(=O)c2ccc(C#CCN(C)C)cc2O[C@@H]1CN(C)Cc1ccc(F)cc1
  TcdB inh: -0.8

CCN(C[C@@H]1N[C@@H](CO)[C@@H]1c1ccc(C2=CCCC2)cc1)C(=O)c1ccncc1
  TcdB inh: -2.1

Cc1ccc(S(=O)(=O)Nc2ccc3c(c2)C(=O)N([C@H](C)CO)C[C@@H](C)[C@@H](CN(C)S(C)(=O)=O)OCCCC[C@@H](C)O3)cc1
  TcdB inh: -3.4

COc1cccc(-c2ccc3c(c2)[C@H]2[C@H](CCN2C(=O)c2ccc(F)cc2)[C@@H](CO)N3)c1
  TcdB inh: 1.4

C[C@@H]1CN([C@H](C)CO)C(=O)c2cccc(NC(=O)CCCCCC(=O)Nc3ccccc3N)c2O[C@@H]1CN(C)S(=O)(=O)c1cn(C)cn1
  TcdB inh: -0.1

COc1ccccc1CNC(=O)C[C@@H]1CC[C@H](NC(=O)CC2CC2)[C@@H](CO)O1
  TcdB inh: 1.3

Cc1ccc(S(=O)(=O)N[C@@H]2CC[C@H](CC(=O)O)O[C@H]2CO)cc1
  TcdB inh: -0.5

C[C@H](CO)N1C[C@H](C)[C@@H](CN(C)CC2CC2)OCCCC[C@H](C)Oc2ccc(NC(=O)CCC(F)(F)F)cc2C1=O
  TcdB inh: -0.1

CC(=O)N[C@H]1CC[C@@H](CC(=O)NCc2ccc(Cl)cc2)O[C@@H]1CO
  TcdB inh: 0.1

C[C@H](O)C#Cc1ccc2c(c1)O[C@@H](CN(C)C(=O)Nc1ccccc1)[C@H](C)CN([C@H](C)CO)S2(=O)=O
  TcdB inh: -0.2

COCCNC(=O)C[C@@H]1C[C@H]2c3cc(NC(=O)C4CCC4)ccc3O[C@H]2[C@H](CO)O1
  TcdB inh: 0.7

C[C@H]1CN([C@@H](C)CO)C(=O)c2cccc(NS(C)(=O)=O)c2O[C@H]1CN(C)Cc1ccc2c(c1)OCO2
  TcdB inh: -0.2

C[C@H](CO)N1C[C@H](C)[C@@H](CN(C)C(=O)c2cccc(F)c2)Oc2ncc(/C=C/c3ccccc3)cc2C1=O
  TcdB inh: 0.2

C[C@@H]1CCCCO[C@@H](CN(C)C(=O)C2CCCCC2)[C@H](C)CN([C@@H](C)CO)C(=O)c2cc(NC(=O)c3ccccc3)ccc2O1
  TcdB inh: -0.9

C[C@H]1CCCCO[C@@H](CN(C)C(=O)Cc2ccccc2)[C@@H](C)CN([C@@H](C)CO)C(=O)c2cc(NS(=O)(=O)c3cccs3)ccc2O1
  TcdB inh: 0.4

Cc1noc(C)c1S(=O)(=O)Nc1ccc2c(c1)C(=O)N([C@@H](C)CO)C[C@H](C)[C@H](CN(C)Cc1ccc3c(c1)OCO3)OCCCC[C@H](C)O2
  TcdB inh: 0.7

Cc1ccc(S(=O)(=O)Nc2ccc3c(c2)C(=O)N([C@H](C)CO)C[C@H](C)[C@H](CN(C)S(=O)(=O)c2cn(C)cn2)OCCCC[C@@H](C)O3)cc1
  TcdB inh: 0.3

CC(C)NC(=O)N1[C@@H]2CNC[C@H]1C2c1ccc(-c2ccccc2)cc1 (some centres undefined)
  TcdB inh: 0.0&-1.3

O=S(=O)(Cc1ccccc1)N1CCCCN2[C@H](C1)[C@H](c1ccc(-c3ccc(F)cc3)cc1)[C@@H]2CO
  TcdB inh: -0.8

COc1ccc(S(=O)(=O)Nc2cccc3c2O[C@@H](CN(C)Cc2ccc(-c4ccccc4)cc2)[C@H](C)CN([C@@H](C)CO)C3=O)cc1
  TcdB inh: -0.1

COc1ccc(NC(=O)Nc2ccc3c(c2)C(=O)N([C@@H](C)CO)C[C@@H](C)[C@H](CN(C)Cc2ccc(-c4ccccc4)cc2)O3)cc1
  TcdB inh: 0.3

O=C(C[C@@H]1C[C@H]2c3cc(NC(=O)CC4CC4)ccc3O[C@H]2[C@@H](CO)O1)NCCN1CCCCC1
  TcdB inh: -0.6

C[C@@H]1CCCCO[C@@H](CN(C)Cc2ccncc2)[C@H](C)CN([C@H](C)CO)C(=O)c2cc(NC(=O)c3ccccc3)ccc2O1
  TcdB inh: 0.2

C[C@H](CO)N1C[C@H](C)[C@H](CN(C)Cc2ccc(Oc3ccccc3)cc2)Oc2ccc(NC(=O)C3CC3)cc2CC1=O
  TcdB inh: 0.3

C[C@@H]1CN([C@@H](C)CO)S(=O)(=O)c2ccc(C#CCN(C)C)cc2O[C@@H]1CN(C)Cc1ccc(F)cc1
  TcdB inh: 0.8

C=C1C(=O)O[C@H]2[C@@H]1CC/C(CO)=C\CC[C@@]1(C)O[C@@H]21
  TcdB inh: 0.5

N#C[C@H]1[C@@H](c2ccc(C3=CCCC3)cc2)[C@@H](CO)N1S(=O)(=O)c1ccccc1
  TcdB inh: -0.8

N#C[C@H]1[C@H](c2ccccc2C2=CCCCC2)[C@H](CO)N1C(=O)NC1CCCC1
  TcdB inh: 0.6

CN(C)C(=O)c1ccc(-c2ccc([C@H]3[C@@H](C#N)N(C(=O)C4CC4)[C@@H]3CO)cc2)cc1
  TcdB inh: 0.2

O=C(c1cccc(F)c1)N1CCCCN2[C@H](CO)[C@@H](c3ccc(-c4cncnc4)cc3)[C@@H]2C1
  TcdB inh: -0.4

CCCNC(=O)[C@@H]1[C@@H](CO)[C@@H]2Cn3c(cccc3=O)[C@@H]2N1Cc1cccc(F)c1
  TcdB inh: -0.1

C[C@@H]1CN([C@@H](C)CO)C(=O)Cc2cc(NC(=O)Cc3cn(C)c4ccccc34)ccc2O[C@H]1CN(C)Cc1ccccc1
  TcdB inh: 0.5

COc1ccc2c3c(n(C)c2c1)[C@@H](CO)N(CC1CCCC1)CC31CN(C(=O)Nc2ccccc2)C1
  TcdB inh: -1.3

Cc1ccc(S(=O)(=O)N[C@@H]2CC[C@H](CCn3cc(-c4cccc(F)c4)nn3)O[C@@H]2CO)cc1
  TcdB inh: 0.2

C[C@H]1CCCCO[C@H](CN(C)C(=O)CCCN(C)C)[C@@H](C)CN([C@@H](C)CO)C(=O)c2cc(NC(=O)Cc3ccccc3)ccc2O1
  TcdB inh: 1.7

Random excerpt: four entries already listed.
CN(C)C(=O)[C@H]1[C@H](CO)[C@H]2Cn3c(ccc(-c4ccncc4)c3=O)[C@@H]1N2CC1CC1
  TcdB inh: -0.4

C[C@H](CO)N1C[C@H](C)[C@@H](CN(C)C(=O)c2cccc(F)c2)Oc2ncc(/C=C/c3ccccc3)cc2C1=O
  TcdB inh: 0.2

C=C1C(=O)O[C@H]2[C@@H]1CC/C(CO)=C\CC[C@@]1(C)O[C@@H]21
  TcdB inh: 0.5

Cc1ccc(S(=O)(=O)Nc2ccc3c(c2)C(=O)N([C@H](C)CO)C[C@@H](C)[C@@H](CN(C)S(C)(=O)=O)OCCCC[C@@H](C)O3)cc1
  TcdB inh: -3.4

(cont.)
O=C(c1ccc(F)cc1)N1CC(=O)N2[C@H](C1)[C@H](c1ccc(-c3ccccc3F)cc1)[C@@H]2CO
  TcdB inh: 0.7

CO[C@H]1CN(C)C(=O)c2cc(NS(=O)(=O)c3cccc(F)c3)ccc2OC[C@H](C)N(C(=O)Cc2cccnc2)C[C@H]1C
  TcdB inh: 0.1

O=C(C[C@H]1C=C[C@H](NC(=O)NC2CCCC2)[C@H](CO)O1)NCc1ccc(F)cc1
  TcdB inh: -0.3

CC(C)NC(=O)Nc1cccc2c1O[C@H](CN(C)CC1CC1)[C@@H](C)CN([C@H](C)CO)C2=O
  TcdB inh: 0.3

O=S(=O)(NCC[C@@H]1CC[C@@H](NS(=O)(=O)c2ccccc2Cl)[C@H](CO)O1)c1ccc(F)cc1
  TcdB inh: -1.1

CCCC#Cc1ccc2c(c1)O[C@@H](CN(C)S(C)(=O)=O)[C@@H](C)CN([C@H](C)CO)S2(=O)=O
  TcdB inh: 0.3

O=C(C[C@@H]1CC[C@@H]2[C@H](COC[C@@H](O)CN2C(=O)c2ccncc2)O1)NCc1ccc(-c2ccccc2)cc1
  TcdB inh: -11

O=C(C[C@@H]1CC[C@H](NC(=O)C2CC2)[C@@H](CO)O1)NCc1ccncc1
  TcdB inh: 0.0

C[C@H](CO)N1C[C@H](C)[C@@H](CN(C)Cc2ccccc2)Oc2cc(C#CCN(C)C)ccc2S1(=O)=O
  TcdB inh: -0.8

C[C@@H]1CCCCO[C@@H](CN(C)S(=O)(=O)c2cn(C)cn2)[C@@H](C)CN([C@H](C)CO)C(=O)c2cc(NS(=O)(=O)c3ccc(Cl)cc3)ccc2O1
  TcdB inh: -11

C[C@H](CO)N1C[C@H](C)[C@H](CN(C)Cc2cccnc2)Oc2ncc(C#CCc3ccccc3)cc2C1=O
  TcdB inh: -0.3

COCC#Cc1ccc2c(c1)O[C@@H](CN(C)S(=O)(=O)c1cccc(OC)c1)[C@@H](C)CN([C@@H](C)CO)S2(=O)=O
  TcdB inh: -0.1

CC(C)NC(=O)N(C)C[C@H]1Oc2ccc(NS(C)(=O)=O)cc2C(=O)N([C@@H](C)CO)C[C@@H]1C
  TcdB inh: -0.1

COC(=O)[C@@H]1[C@@H](CO)[C@@H]2Cn3c(cccc3=O)[C@@H]2N1C(=O)C1CC1
  TcdB inh: -0.1

O=C(c1ccc(F)cc1)N1CCCCN2[C@H](C1)[C@H](c1ccc(C#CC3(O)CCCC3)cc1)[C@@H]2CO
  TcdB inh: -0.2

C[C@@H]1CN([C@H](C)CO)S(=O)(=O)c2ccc(C#CC3CC3)cc2O[C@@H]1CN(C)CC1CC1
  TcdB inh: -0.9

C[C@H]1CN([C@@H](C)CO)C(=O)c2cccc(NS(C)(=O)=O)c2O[C@H]1CN(C)C
  TcdB inh: 1.7

C[C@@H]1CN([C@H](C)CO)C(=O)Cc2cc(NC(=O)C3CC3)ccc2O[C@@H]1CN(C)C(=O)Nc1cccc2ccccc12
  TcdB inh: -0.4

C[C@@H]1CN([C@@H](C)CO)C(=O)c2cc(NS(C)(=O)=O)ccc2O[C@H]1CN(C)Cc1ccc(Cl)c(Cl)c1
  TcdB inh: 0.7

O=C(C1CCOCC1)N1CC(=O)N2[C@H](CO)[C@@H](c3ccc(C#CC4CC4)cc3)[C@@H]2C1
  TcdB inh: -1.6

CCC(=O)N(C)C[C@@H]1Oc2cc(-c3cccc(C#N)c3)ccc2S(=O)(=O)N([C@H](C)CO)C[C@H]1C
  TcdB inh: 0.6
